NOD1 inhibition – NOD1 signaling inhibitors, primary screen, cell-based, luminescence, uHTS (AID 1578); 290,000 compounds, 1% hits; NOD1-driven NF-kB luciferase reporter cells, luminescence; higher % means a stronger effect; inhibition, % at 4 µM, or EC50 in µM where a hit was titrated; in the data active = inhibition mostly above about 36%, no sharp cut-off; inactive = mostly below about 34%;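 note: HEK-293T reporter cells stimulated with the NOD1 agonist gamma-tri-DAP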
GPR55 beta-arrestin – GPR55 agonists via beta-arrestin recruitment, primary screen, imaging, U2OS cells, beta-arrestin-GFP redistribution (AID 1961). U2OS GPR55 beta-arrestin-GFP redistribution imaging; higher % means a stronger effect. activation, % at 10 µM; hits with a dose series show EC50 in µM. 290,000 compounds, 0.048% hits;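 active = activation above 40% with more than 50 cells counted in the well; inconclusive = wells holding fewer than 50 cells, flagged as toxic or sparse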;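 note: U2OS osteosarcoma cells stably expressing GPR55 and beta-arrestin-GFP; plate controls were DMSO negative control for no effect and LPI positive control for full effect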
NTR1 ag – agonists of NTR1, primary screen, imaging, U2OS cells, beta-arrestin-GFP, high content (AID 493036) | Neurotensin receptor type 1 (Homo sapiens), P30989 | NTR1-U2OS beta-arrestin-GFP spot imaging, agonist mode | activation, % at 20 µM | 330,000 compounds, 0.17% hits;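 active = activation at or above 40% of the spot to cytoplasm intensity ratio, with at least 20 cells analyzed; inconclusive = wells under 20 cells, flagged as cytotoxic or low count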;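 note: 0% = DMSO without peptide and 100% = 100 nM NTR1 peptide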
Target sequence (P30989 whole entry, looked up): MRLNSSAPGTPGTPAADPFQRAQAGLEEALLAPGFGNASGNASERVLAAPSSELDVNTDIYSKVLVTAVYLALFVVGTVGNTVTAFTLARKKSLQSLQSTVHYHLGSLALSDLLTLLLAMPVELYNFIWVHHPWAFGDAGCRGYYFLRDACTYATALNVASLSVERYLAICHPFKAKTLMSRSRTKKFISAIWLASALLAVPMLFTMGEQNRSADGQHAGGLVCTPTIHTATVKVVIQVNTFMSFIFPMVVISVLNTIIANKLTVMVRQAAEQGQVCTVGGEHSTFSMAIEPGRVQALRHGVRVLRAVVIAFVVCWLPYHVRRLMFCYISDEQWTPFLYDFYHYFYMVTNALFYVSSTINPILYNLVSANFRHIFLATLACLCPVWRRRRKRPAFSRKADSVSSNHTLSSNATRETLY
KOR beta-arrestin-1 – KOR antagonists, beta-arrestin recruitment, cell-based, luminescence, uHTS (AID 1778); 290,000 compounds, 0.091% hits; Kappa-type opioid receptor (Homo sapiens); KOR beta-arrestin recruitment, luminescence, antagonist mode; higher % means a stronger effect; inhibition, % at 10 µM; hits with a dose series show IC50 in µM; note: strong numbers were not always called active
KOR beta-arrestin-2 – KOR agonists, beta-arrestin recruitment, primary screen, cell-based, luminescence, uHTS (AID 1777); one-dose activation, % at 10 µM; EC50 in µM for titrated hits; 280,000 compounds, 0.02% hits; KOR beta-arrestin recruitment, luminescence; higher % means a stronger effect; in the data active = activation above about 50%, passing the limit was not always enough; note: a part of the inactive calls stands beside numbers as strong as those of hits
NOD2 inhibition – NOD2 signaling inhibitors, cell-based, luminescence, uHTS, HEK293 (AID 1566); inhibition, % at 4 µM, or EC50 in µM where a hit was titrated; 290,000 compounds, 0.63% hits; HEK293 NOD2/NF-kB luciferase reporter, luminescence; higher % means a stronger effect; note: many of its hits are not listed in these tables
GPR55 LPI antagonism – GPR55 antagonists blocking LPI-driven arrestin recruitment, primary screen, imaging, U2OS, beta-arrestin-GFP, LPI agonist (AID 2013) | G-protein coupled receptor 55 (Homo sapiens) | U2OS GPR55 beta-arrestin-GFP translocation imaging, LPI antagonism; higher % means a stronger effect | inhibition, % at 10 µM, or IC50 in µM where a hit was titrated | 290,000 compounds, 0.13% hits;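 active = spots per cell inhibited over 60%, with over 100 cells counted and total cytoplasm intensity under 500,000; inconclusive = wells with under 100 cells, flagged as likely toxic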;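 note: U2OS cells stably carrying GPR55 and arrestin-GFP stimulated by 5 µM LPI near EC80; imaged beta-arrestin-GFP aggregate spots per cell after agonist stimulation; plate controls were LPI-stimulated DMSO wells for no effect and DMSO wells without LPI for full effect; some results filed as inactive read as strong as hits; confirmed hits need IC50 under 10 µM and bright autofluorescent wells are also inconclusive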
T cell HTS – modulators of CD8 T cell-vesicle binding, primary screen, mouse 2C CD8+ T cells, flow cytometry. calls only at 7 µM. 2C CD8+ T cell-vesicle binding; active compounds read low. AID 2052, 2009. 330,000 compounds, 0.068% hits;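 active = response, share of CD8 T cells binding vesicles, and their 90th percentile fluorescence all below set limits, cut at about 80% in these data, passing the limit was not always enough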
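Test system: purified 2C TCR transgenic mouse naive CD8+ T cells. Probe or stimulus: QL9-peptide-loaded Drosophila micro-vesicles bearing Ld, ICAM-1 and B7-1. Incubation: binding step 1.5 h, 37 °C, antibody labelling 20 min, ice. Measured by: flow cytometry of vesicle-bound cells.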
Myeloid diff 2 – induction of myeloid progenitor differentiation, primary screen, cell-based, flow cytometry, MLPCN library | ER-HoxA9 myeloid progenitors, lysozyme-GFP differentiation | calls only at 10 µM | 360,000 compounds, 1% hits;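 active = normalized GFP-positive differentiation at or above the plate's own cutoff, the solvent-only control mean plus 3 SD; inconclusive = no clear call, values can overlap the other calls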;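 note: cells exposed to compound for four days before flow analysis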
T cell HTS vesicle-bound % – also measured in T cell HTS; calls as there; double positive events, %; measured here: CD8+ vesicle-bound cell fraction;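 binding gate set so that unloaded-vesicle control wells show 10% double positive cells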
NTR1 ag cell count 20 µM – second read-out of NTR1 ag, no call of its own (marks repeat the call); cell count; measured here: cell count, cytotoxicity flag
Myeloid diff 2 GFP+ MAC1+ % – second read-out of Myeloid diff 2, no call of its own (marks repeat the call); GFP+ MAC1+ double positive, %; measured here: differentiation confirmed by MAC1 staining
* marks the source's active call; other numbers are inactive results; i = inactive; ? = inconclusive; . = not tested or not shown; + = active, no number; [ ] = another dose, or the depositor's remark. Cut-off read from the data, not from the text of the source, unless noted: active = inhibition above about 50%; inactive = the rest. Only part of the results is shown, so the mix of outcomes need not match the whole.

SMILES	NOD1 inhibition	GPR55 beta-arrestin	NTR1 ag	NTR1 ag cell count 20 µM	KOR beta-arrestin-1	KOR beta-arrestin-2	NOD2 inhibition	GPR55 LPI antagonism	T cell HTS	T cell HTS vesicle-bound %	Myeloid diff 2	Myeloid diff 2 GFP+ MAC1+ %
Cc1cc(C)n(-c2ccc(C(=O)NC(C)C)cc2)n1	-19%	0.5%	-2.5	65	-44%	2.7%	5%	1%	.	.	i	4.9
COc1ccc(-c2nc(NC(=O)C3CCN(c4nc5ccccc5o4)CC3)sc2C)cc1	-11%	-0.2%	5.3	92	7%	-2.2%	12%	8%	i	54	i	1.7
CC(C)S(=O)(=O)CC(=O)c1ccc(Cl)cc1	-28%	-0.2%	-1.6	88	-13%	7.0%	8%	-4%	i	55	i	0.6
Cc1nc(-c2nnc(SCC(=O)Nc3cc(C(F)(F)F)cc(C(F)(F)F)c3)n2C)cs1	-9%	-0.2%	-0.7	55	-10%	4.5%	8%	0%	i	50	i	0.7
COc1ccc(N(C)S(=O)(=O)c2cccc(C(=O)OCC(=O)Nc3sc4c(c3C#N)CCCCC4)c2)cc1	13%	0.2%	2.5	51	17%	2.6%	7%	14%	i	53	i	0.2
COc1ccc(-c2c[nH]c(=O)[nH]c2=O)cc1OC	-24%	-0.2%	0.2	37	-15%[20 µM]	-7.2%	2%	7%	i	60	i	0.0
CCOCc1cc(C)[nH]c(=O)c1C#N	8%	0.7%	2.0	63	-33%	5.6%	10%	1%	i	31	i	0.5
CC(C)[C@H](NC(=O)c1ccc(Cl)c([N+](=O)[O-])c1)C(=O)NCc1ccc(Cl)cc1Cl	-19%	-0.2%	2.3	58	10%	-2.6%	10%	1%	i	30	i	0.6
Cc1cc(OCCCCOc2ccc(S(N)(=O)=O)c(C)c2)ccc1S(N)(=O)=O	1%	-0.1%	0.8	91	17%	-13%	9%	-14%	i	32	i	0.4
CCOc1ccc(/C=N/NC(=O)c2[nH]ncc2Br)c(O)c1	-48%	0.8%	3.8	60	-73%[20 µM]	.	-64%	-7%	i	48	?	.
CCN1CCN(C(CNS(=O)(=O)c2ccc(OC)cc2)c2cccnc2)CC1 (configuration not stated)	4%	-0.1%	-0.8	47	1%	-6.1%	-11%	6%	i	10	i	8.5
COCCNC(=O)c1onc(CSc2ccc(C(C)C)cc2)c1C(=O)O	6%	-0.1%	0.2	95	-17%	4.1%	-2%	0%	.	.	i	0.6
O=C(CCCCCN1C(=O)c2ccccc2C1=O)Nc1ccccc1F	-4%	-0.1%	-0.9	93	-28%	0.1%	-3%	-10%	i	23	i	0.0
Cc1ccc(NC(=S)N2CCC(c3nc4ccccc4s3)CC2)cc1C	14%	0.6%	3.4	59	-23%	12%	9%	0%	i	9	i	1.0
O=C(COC(=O)C1C2CC3OC(=O)C1C3C2)Nc1cccc(Cl)c1 (configuration not stated)	-22%	-0.1%	5.9	41	-47%	-3.2%	5%	-12%	i	45	i	0.6
C(=N\N1CCN(Cc2ccccc2)CC1)/c1cccs1	-13%	-0.3%	-1.0	90	-16%	-2.9%	-20%	-3%	i	44	i	0.4
COc1cccc(OC)c1C(=O)NCCSC1CCCCC1	-22%	0.6%	-1.0	69	2%	-0.4%	6%	-6%	i	30	i	0.6
COc1cc2c(cc1OC)CN(C(=O)/C=C/c1ccc([N+](=O)[O-])cc1)CC2	-3%	-0.2%	0.8	53	-49%	-1.0%	-10%	1%	i	42	i	0.6
COC(=O)C1=C(C)N(C)C(=O)NC1c1cc2c(cc1[N+](=O)[O-])OCO2 (configuration not stated)	-14%	0.4%	-1.2	44	10%	2.1%	13%	-6%	i	42	i	1.8
CC(C)CC(C(=O)O)N1C(=O)C2C3C=CC(C2C1=O)C1C(=O)N(C(CC(C)C)C(=O)O)C(=O)C31 (configuration not stated)	-25%	-0.2%	1.2	49	-17%	4.6%	-10%	5%	i	34	i	1.8
COC(=O)COc1ccc(NC(=O)Cn2nc(-c3ccccc3)c3ccccc3c2=O)cc1	1%	-0.1%	61*	53*	8%	-2.7%	12%	15%	i	21	i	1.3
Cc1cc(C)cc(NC(=O)CCC(=O)Nc2nnc(C(C)C)s2)c1	-4%	0.0%	-0.7	64	-30%	4.3%	11%	3%	i	65	+	6.7*
COC(=O)c1ccc(C(c2c(C)n(C)n(-c3ccccc3)c2=O)c2c(C)n(C)n(-c3ccccc3)c2=O)cc1	-26%	-0.3%	-0.9	51	-10%[20 µM]	-3.0%	15%	-3%	i	58	i	0.6
CCN(Cc1ccccc1)C(=O)Cn1cc(S(=O)(=O)NC)c(S(=O)(=O)NC)c1	-12%	0.6%	-0.1	88	-4%	-6.3%	-1%	9%	i	31	i	0.3

Looked up by structure from the list above, 4 records:
SMILES	NOD1 inhibition	GPR55 beta-arrestin	NTR1 ag	NTR1 ag cell count 20 µM	KOR beta-arrestin-1	KOR beta-arrestin-2	NOD2 inhibition	GPR55 LPI antagonism	T cell HTS	T cell HTS vesicle-bound %	Myeloid diff 2	Myeloid diff 2 GFP+ MAC1+ %
O=C(COC(=O)C1C2CC3OC(=O)C1C3C2)Nc1cccc(Cl)c1 (configuration not stated)	-22%	-0.1%	5.9	41	-47%	-3.2%	5%	-12%	i	45	i	0.6
COC(=O)c1ccc(C(c2c(C)n(C)n(-c3ccccc3)c2=O)c2c(C)n(C)n(-c3ccccc3)c2=O)cc1	-26%	-0.3%	-0.9	51	-10%[20 µM]	-3.0%	15%	-3%	i	58	i	0.6
COC(=O)COc1ccc(NC(=O)Cn2nc(-c3ccccc3)c3ccccc3c2=O)cc1	1%	-0.1%	61*	53*	8%	-2.7%	12%	15%	i	21	i	1.3
CC(C)CC(C(=O)O)N1C(=O)C2C3C=CC(C2C1=O)C1C(=O)N(C(CC(C)C)C(=O)O)C(=O)C31 (configuration not stated)	-25%	-0.2%	1.2	49	-17%	4.6%	-10%	5%	i	34	i	1.8

Only NOD1 inhibition, for 2 of the compounds above:
SMILES	NOD1 inhibition
COC(=O)c1ccc(C(c2c(C)n(C)n(-c3ccccc3)c2=O)c2c(C)n(C)n(-c3ccccc3)c2=O)cc1	-26%
CCN(Cc1ccccc1)C(=O)Cn1cc(S(=O)(=O)NC)c(S(=O)(=O)NC)c1	-12%

Going on with the list:
SMILES	NOD1 inhibition	GPR55 beta-arrestin	NTR1 ag	NTR1 ag cell count 20 µM	KOR beta-arrestin-1	KOR beta-arrestin-2	NOD2 inhibition	GPR55 LPI antagonism	T cell HTS	T cell HTS vesicle-bound %	Myeloid diff 2	Myeloid diff 2 GFP+ MAC1+ %
Cc1ccc(SC(=O)c2c(C)noc2-c2cc(C)on2)cc1	1%	1.0%	1.8	48	22%	2.8%	20%	12%	i	35	i	0.2
COc1ccc(C(=O)NC2CCCCC2)cc1S(=O)(=O)N1CCCC1	15%	0.2%	0.8	55	-11%	-2.9%	17%	-5%	i	43	i	0.3
N#Cc1ccc(NC(=O)COC(=O)C2=COCCO2)cc1	-14%	0.4%	-0.5	33	-34%	-2.6%	-8%	-4%	i	27	i	0.6
Cc1ccc(C(=O)CN2/C(=C(\O)c3ccccc3)C(=O)c3ccccc3S2(=O)=O)c(C)c1	25%	0.0%	0.7	90	-17%	0.8%	10%	8%	i	51	i	0.4
O=C(NCC(c1ccco1)N1CCN(c2ccccc2F)CC1)OCc1ccccc1 (configuration not stated)	23%	0.2%	3.9	40	-18%	5.1%	-33%	9%	i	5	i	0.0
O=[N+]([O-])c1ccc(Nc2ccccc2)c2nonc12	-7%	-0.1%	2.4	72	8%	-3.2%	42%	-7%	i	58	i	0.4
CCNc1cc(Nc2c(C)n(C)n(-c3ccccc3)c2=O)c([N+](=O)[O-])c2nonc12	-9%	-0.2%	-0.9	54	13%	-4.0%	-3%	4%	i	40	i	0.4
Fc1ccc(Sc2cc(Cl)c(-c3ccccc3)nn2)cc1	-2%	0.3%	-0.1	56	23%	6.1%	8%	28%	i	42	i	0.9
O=C(c1ccoc1)N1CCCC(CO)(CCCc2ccccc2)C1 (configuration not stated)	-24%	0.1%	0.6	67	32%	-4.1%	4%	-12%	i	27	i	0.9
O=S1(=O)N=C(N/N=C/c2cccs2)c2ccccc21	-23%	0.3%	4.4	41	26%[20 µM]	-9.5%	12%	-9%	i	45	i	0.5
COCCC(=O)N1CCC(Oc2ccc(C(=O)N3CCC(N(C)C)C3)cc2)CC1 (configuration not stated)	-14%	0.3%	-1.2	49	-9%	-2.3%	0%	7%	i	20	i	5.7
O=C(NCCCn1ccnc1)c1csc2ccccc12	-20%	0.0%	0.2	77	-5%	-2.3%	4%	1%	i	46	i	6.7
Cc1ccc(-c2nnn(CC(=O)NCC3CC3)n2)o1	1%	-0.1%	1.3	66	-32%	1.2%	-4%	14%	i	61	i	0.8
COCCn1c(=O)[nH]c2cc(C(=O)Nc3cccc(C(C)=O)c3)ccc2c1=O	-24%	-0.1%	0.4	58	-17%	-3.6%	8%	-3%	i	18	i	0.5
O=C(Nc1ccccc1C(=O)NCc1ccco1)c1ccco1	12%	-0.2%	-0.5	76	-62%	3.5%	4%	-13%	i	20	i	1.7
O=C(CNC(=O)c1cccs1)NCC(=O)OCc1ccccc1Cl	3%	0.3%	-0.2	77	-34%	4.0%	2%	-7%	i	41	i	3.0
O=c1cc(CSc2ccccc2)[nH]c2ccccc12	2%	-0.2%	-2.1	83	16%	-1.2%	23%	11%	i	52	i	0.4
Cc1ccc(NC(=S)NC(C)(C)C)c([N+](=O)[O-])c1	7%	0.2%	0.2	63	40%	4.9%	7%	-7%	i	32	?	.
CC1(C)C/C(=C(/C#N)C(N)=O)CCO1	4%	-0.2%	0.8	43	20%	0.6%	-11%	8%	i	20	i	1.3
CCOC(=O)N1CCN(C(=O)c2cn(C)c3ccc(S(=O)(=O)N4CCOCC4)cc3c2=O)CC1	-11%	0.2%	1.4	62	-35%	2.3%	6%	-13%	i	34	i	2.0
COc1cc(OC)c(OC)cc1C#N	-43%	0.5%	-2.9	94	-12%	4.9%	7%	9%	i	28	i	0.9
